Screens from PubChem.
E coli growth – counter-screen for AddAB inhibitors: E. coli growth inhibition; E. coli V3065 growth, OD600 absorbance, 18 h; 0.27% of 330,000 active; inhibition, % at 11.9 µM;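 active = inhibition above the campaign's mean inhibition across all tested compounds plus 3 SD, cut at about 9.9% in these data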;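 also: uninfected addAB+ strain grown without phage in ampicillin broth; 0% = DMSO wells and 100% = ciprofloxacin 0.95 µg/ml wells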
HTR5A ag – activates human HTR5A in OPRM1-OPRD1 agonist counter-screen | activation, % at 9.3 µM | P47898 | AID 504692 | 0.61% of 340,000 active | HTR5A agonist assay, luminescence, cell-based; in the data active = activation mostly above about 9.5%, no sharp cut-off; inactive = mostly below about 7.6%;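 also: 0% = cells with vehicle only and 100% = reference agonist; strong numbers were not always called active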
HTR5A inv ag – HTR5A inverse agonism, opioid heterodimer counter-screen; P47898; HTR5A cell line, luminescence; inhibition, % at 9.3 µM; 0.083% of 340,000 active; AID 504634; in the data active = inhibition mostly above about 23%, no sharp cut-off; inactive = mostly below about 18%;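 also: 0% = cells with DMSO and 100% = no-cell wells with DMSO; some compounds called inactive have numbers as strong as hits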
DAGLB inh – diacylglycerol lipase beta (human) inhibition; Q8NCG7; HEK293T DAGLB membrane lysate, EnzChek fluorogenic substrate; inhibition, % at 5.17 µM; 0.059% of 340,000 active; AID 504411; in the data active = inhibition above about 34%;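 also: 0% = enzyme with vehicle and 100% = wells lacking enzyme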
Target sequence (Q8NCG7 whole entry, looked up): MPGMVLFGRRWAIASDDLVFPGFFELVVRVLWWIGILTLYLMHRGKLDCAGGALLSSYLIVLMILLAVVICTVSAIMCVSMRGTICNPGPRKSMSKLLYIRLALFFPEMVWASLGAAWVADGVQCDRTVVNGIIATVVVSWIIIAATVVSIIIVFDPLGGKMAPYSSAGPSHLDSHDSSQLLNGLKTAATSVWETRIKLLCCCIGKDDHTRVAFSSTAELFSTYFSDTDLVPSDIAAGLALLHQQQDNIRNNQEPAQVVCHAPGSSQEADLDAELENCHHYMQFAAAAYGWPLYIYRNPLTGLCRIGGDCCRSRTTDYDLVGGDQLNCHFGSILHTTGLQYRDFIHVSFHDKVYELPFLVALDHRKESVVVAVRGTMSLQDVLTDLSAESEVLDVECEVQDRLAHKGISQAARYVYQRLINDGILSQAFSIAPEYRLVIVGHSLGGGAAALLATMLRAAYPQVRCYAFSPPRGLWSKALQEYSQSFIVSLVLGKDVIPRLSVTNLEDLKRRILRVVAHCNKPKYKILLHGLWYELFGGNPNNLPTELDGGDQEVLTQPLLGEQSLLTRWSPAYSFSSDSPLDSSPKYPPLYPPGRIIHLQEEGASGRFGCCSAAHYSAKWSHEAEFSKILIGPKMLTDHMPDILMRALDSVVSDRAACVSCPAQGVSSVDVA
CDK5 inh – blocks human CDK5/p35 kinase activity; Recombinant CDK5/p35, ADP-Glo luminescence, 60 min; inhibition, % at 10 µM; 0.01% of 330,000 active; Q00535+Q15078;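 active = highest replicate inhibition of at least 50% and at least 75% of replicates reaching 50%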;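 also: plate controls were DMSO neutral control for no effect and GW8510 at 10 µM for full effect; many of its hits are not listed in these tables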
SUMO Mot1 rescue – SUMOylation pathway inhibition by Mot1-301 growth rescue; S. cerevisiae Mot1-301 growth rescue, ATP luminescence, 38.5C; percent above DMSO median, 100 means doubled; growth rescue, % at 18.8 µM; 1% of 320,000 active; AID 2716;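 active = every valid replicate shows activation above 250% relative to neutral control wells; inactive = the rest, any valid replicate at or below 250%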;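 also: OY570 slx delta 5 strain wells were the positive control but not used for scaling; some compounds called inactive have numbers as strong as hits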
AddAB inh – less growth of phage-infected E. coli with AddAB; 0.29% of 330,000 active; E. coli expressing H. pylori AddAB, absorbance growth; inhibition, % at 11.9 µM; AID 435030; in the data active = inhibition above about 12%;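 also: 0% = vehicle wells of infected cells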
PKA-R2B act – activates the human PKA-R2B holoenzyme complex; P22694+P31323; PKA-R2B holoenzyme dissociation, Cy5-IP20 fluorescence polarization; R2B truncated from residue 108, S112A mutant; 0% DMSO only, 100% 113 µM cGMP; activation, % at 11.4 µM; 0.079% of 340,000 active; AID 504700;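 active = activation above a cutoff set at the mean over all compounds plus 3 SD, cut at about 18% in these data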;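 also: higher means more holoenzyme dissociation and a rise in polarization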
Target sequence (P31323 whole entry, looked up, other chains not shown, the tested form may be a part): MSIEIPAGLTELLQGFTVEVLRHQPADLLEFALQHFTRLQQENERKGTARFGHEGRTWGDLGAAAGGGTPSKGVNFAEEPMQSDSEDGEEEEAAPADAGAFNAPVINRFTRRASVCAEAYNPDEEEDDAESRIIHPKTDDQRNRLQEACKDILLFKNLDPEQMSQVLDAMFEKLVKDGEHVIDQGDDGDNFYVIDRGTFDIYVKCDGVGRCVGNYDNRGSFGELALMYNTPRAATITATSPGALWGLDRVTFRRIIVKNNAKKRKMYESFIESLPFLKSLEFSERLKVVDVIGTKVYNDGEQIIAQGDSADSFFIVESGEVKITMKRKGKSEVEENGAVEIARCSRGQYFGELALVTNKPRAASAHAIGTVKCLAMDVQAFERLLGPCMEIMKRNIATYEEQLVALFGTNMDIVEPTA
PKA-R1A activ – activators of PKA-R1A complex. P00514+P68181. PKA-R1A dissociation, Cy5-IP20 fluorescence polarization; scaled: DMSO 0%, 113 µM cGMP 100%. activation, % at 11.4 µM. 0.083% of 340,000 active. AID 504707;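 active = percent activation above the mean of all tested compounds plus 3 SD, cut at about 19% in these data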;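 also: higher means more PKAc released from R1A so a rise in polarization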
Tat export inh – blocks Tat-dependent protein export in E. coli; E. coli MC4100 TorA-mCherry Tat export, fluorescence; inhibition, % at 10 µM; 0.036% of 340,000 active; AID 488895;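 active = mean replicate inhibition at least 50% and at least half of replicates individually reaching 50%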;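 also: exported cargo escapes ClpAP degradation while cytoplasmic cargo is degraded and loses fluorescence; 0% = median of neutral control wells and 100% = median of NaSCN control wells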
phage Ecoli inh – E. coli growth loss with phage present; growth absorbance; inhibition, % at 11.9 µM; 0.26% of 360,000 active; AID 651602; in the data active = inhibition above about 11%
* hit, by the source's call; . = not tested or not shown.

SMILES	E coli growth	HTR5A ag	HTR5A inv ag	DAGLB inh	CDK5 inh	SUMO Mot1 rescue	AddAB inh	PKA-R2B act	PKA-R1A activ	Tat export inh	phage Ecoli inh
C=CCn1c(SCC(=O)Nc2ncc(Cc3cc(Cl)ccc3Cl)s2)nnc1-c1ccncc1	1.4	1	-1	1	1.0	22	0.2	-3	-1	14	1.9
CCc1cccc2c(C(=O)CCl)c[nH]c12	0.7	2	-5	2	0.2	34	-1.1	-3	-7	4	3.2
O=C(Cc1ccc(NC(=O)C2CCCN(C(=O)C3CCCCC3)C2)cc1)Nc1cccc(C(=O)N2CCCC2)c1 (stereo unspecified)	.	4	-13	-4	-0.1	.	.	-1	3	4	1.9
Cc1sc2nc(CC(=O)N3CCCC3)[nH]c(=O)c2c1C	0.7	-5	13	0	-0.5	.	-0.7	-3	-10	0	0.8
Cc1cccc(OCc2occc2C(=O)Nc2cccc(-n3cnnn3)c2)c1	-2.2	4	3	-4	1.8	-4	3.4	-6	0	15	1.1
CCC(=O)Nc1ccc(NC(=O)CN2CCCC(C)C2)c(Cl)c1 (stereo unspecified)	2.7	-2	-9	-1	-0.1	-4	0.3	-12	-8	0	2.8
CC(C)(C)NC(=O)C(c1ccccc1)N(C(=O)CNC(=O)c1cccs1)c1cccnc1 (stereo unspecified)	2.6	1	-4	2	-1.9	-2	-0.6	-4	-3	5	3.0
CCOc1ccc(NC(=O)CCC(=O)NNC(=O)COc2ccc(C)cc2)cc1	-0.8	-1	4	0	1.3	8	0.8	-3	-5	-7	7.0
COc1ccc(C2(C(=O)Nc3ccccc3)CCOCC2)cc1	-1.2	0	1	3	-0.5	-17	0.7	4	-16	-6	3.0
O=C(/C=C/c1ccco1)Nc1cccc(S(=O)(=O)N2CCOCC2)c1	-3.5	-1	5	-2	1.5	3	-0.4	-6	2	-5	1.0
Nn1c(SCC(=O)Nc2ccc(OC(F)F)cc2)nnc1-c1ccco1	0.6	-3	7	-1	1.5	831	1.7	-1	0	-6	-0.2
Cc1cc(C)n2nc(SCC(=O)N(C)C3CCCCC3)nc2n1	0.2	5	-12	1	-1.2	-12	0.2	-9	-5	0	0.2
CC1CN(S(=O)(=O)c2ccc(C(=O)N3c4ccccc4CC3C)cc2)CC(C)O1 (stereo unspecified)	0.3	-6	1	1	0.1	-7	1.1	3	3	-3	0.8
NC(=O)CN1C(=O)NC2(CCCc3ccccc32)C1=O (stereo unspecified)	4.0	1	-1	0	-0.5	-2	-0.9	-11	-9	-7	0.3
CC1C2C(C)N(C)C(=O)N(C)C2N(C)C(=O)N1C (stereo unspecified)	1.1	-2	1	0	1.6	-1	-0.3	-9	-5	9	1.2
COc1ccc(C(=O)N2CCN=C2SC)cc1OC	-2.3	-3	-26	2	-0.9	564	0.8	-16	-2	1	0.5
CC(C)N(C)C(=O)CCc1nnc(CCc2c[nH]c3ccccc23)o1	-1.3	3	-8	1	-1.2	1	0.3	0	-21	2	3.7
COc1ccc(C2CC(c3ccccc3)=NN2C(=O)CN2N=NC3C(=O)N(c4cccc(F)c4)C(=O)C32)cc1 (stereo unspecified)	3.1	-4	16	10	-1.6	-14	4.5	-13	0	-5	2.7
COCCCNC(=O)c1cccc(NC(=O)c2ccccc2)c1	0.0	-1	-10	-2	0.5	296	3.0	-1	-3	3	1.7
O=C(N/N=C/c1ccoc1)c1cccc(OC(F)(F)C(F)F)c1	7.5	-4	15	-4	0.0	9	3.1	2	-2	-2	1.0
COc1cccc(-c2nc3ccccc3c(=O)o2)c1	3.0	-2	1	2	-0.3	-42	3.5	8	0	-6	2.6
Cc1cc(Cl)ccc1OCC(=O)NNC(=O)C1CCCO1 (stereo unspecified)	0.6	4	-10	1	-1.6	629	-2.5	5	3	-18	2.5
CC(C)(C)c1nnc(NS(=O)(=O)c2ccc(F)cc2)s1	.	-2	-6	3	1.0	.	.	-8	-1	3	4.2
O=C(COc1ccc(Cl)cc1)N/N=C/CCc1ccccc1	0.6	6	-14	0	-1.6	1	-3.0	8	-5	3	0.1
Cc1ccc(CN2CCN(Cc3nc(C(C)C)cs3)CC2CCO)cc1 (stereo unspecified)	3.3	11	28	1	-1.3	9	-0.2	2	-4	4	-0.6
CC12CCC(C(=O)Nc3ccccc3)(C/C1=N\O)C2(C)C (stereo unspecified)	-1.2	13	-31	-2	2.2	-2	1.1	7	-1	-3	3.4
O=[N+]([O-])c1ccc(NC2CCCC2)cc1	-1.2	2	18	-1	3.0	44	0.9	9	-8	3	2.3
Cc1cccc(NC(=O)Nc2cccnc2)c1C	.	-1	11	0	0.1	11	.	-5	2	6	0.5
Cc1c(NC(=O)COc2c(F)c(F)c(F)c(F)c2F)c(=O)n(-c2ccccc2)n1C	-0.4	-1	1	0	-0.3	1	4.2	11	16	8	-1.1
Cc1ccnn1-c1ccc(C(=O)NCc2ccccc2CN2CCOCC2)cc1	-1.9	0	-1	0	-0.5	17	-2.9	-1	9	-4	3.2
O=C(O)c1cccc2c1C(=O)c1ccc(-c3ccc(F)cc3F)cc1S2(=O)=O	-0.4	-2	9	-2	-1.2	-2	1.4	6	6	3	-1.0
Oc1ccccc1N1CCN(c2ncnc3sc(-c4ccccc4)cc23)CC1	1.5	11	-8	2	-2.2	3	2.1	-2	-8	5	-1.1
Cc1cc(NC(=O)COC(=O)COc2ccc3c4c(c(=O)oc3c2)CCC4)no1	0.5	2	-5	-1	-0.9	0	1.6	-5	2	-13	3.3
CC(C)(C)c1ccc(C(=S)N2CCN(c3ccccc3)CC2)cc1	1.8	1	0	-10	1.0	3	2.8	-7	-6	-8	3.0
NC(=O)C1CCN(CCS(=O)(=O)c2ccc(Cl)cc2)CC1	-2.3	6	9	-1	5.5	15	-2.5	-5	-8	2	-0.2
CCN1CC=C2C(C1)C(c1ccc(Cl)s1)C(C#N)=C(N)C2(C#N)C#N (stereo unspecified)	-4.4	6	-16	-1	1.4	43	-1.3	-5	-9	4	3.3
CC(C)(C)C1CCC(=O)N(CCSc2ccccc2)CC1 (stereo unspecified)	-0.3	3	10	-9	-2.7	-12	2.5	-2	-13	-4	1.4
COC(=O)CCCC1=CC2=CC(=O)C(C)(OC(=O)c3cccs3)C(=O)C2=CN1CCCCO (stereo unspecified)	-0.7	12*	-23	-1	2.9	-1	3.0	4	7	-4	0.6
CSCCC(NC(N)=O)C(=O)N(C)CC(=O)Nc1cc(C)ccc1C (stereo unspecified)	3.9	-3	3	-1	0.7	4	1.0	-16	1	-8	-0.2
CC(C)c1nc2oc3ccccc3c(=O)c2c(=O)n1-c1ccccc1	2.0	-1	-2	1	-1.0	-4	3.1	-11	-5	0	.

Results in CDK5 inh and HTR5A inv ag (3 entries from above):
Compound,CDK5 inh,HTR5A inv ag
CC(C)(C)c1nnc(NS(=O)(=O)c2ccc(F)cc2)s1,1.0,-6
CC(C)(C)C1CCC(=O)N(CCSc2ccccc2)CC1 (stereo unspecified),-2.7,10
NC(=O)C1CCN(CCS(=O)(=O)c2ccc(Cl)cc2)CC1,5.5,9

Next part
SMILES	E coli growth	HTR5A ag	HTR5A inv ag	DAGLB inh	CDK5 inh	SUMO Mot1 rescue	AddAB inh	PKA-R2B act	PKA-R1A activ	Tat export inh	phage Ecoli inh
CCC(Sc1nc(-c2ccccc2)c(C#N)c(=O)[nH]1)C(=O)Nc1cc(C)on1 (stereo unspecified)	-1.4	-1	-44	8	0.7	-6	0.3	6	-7	4	0.1
CCOc1ccc2nc3c(cc2c1)CN(CCOC)C(=NC)S3	-1.5	0	11	-3	2.2	-22	2.0	-8	-13	-1	3.9
O=C(NCCCn1ccnc1)c1cccc(S(=O)(=O)Nc2ccc(F)cc2)c1	.	-10	-1	3	0.0	.	.	-6	1	-6	0.8
Cn1c(NC(=O)C[n+]2cc(-c3ccc(F)cc3)n3c2CCC3)cc(=O)n(C)c1=O	-0.4	-2	-1	0	-1.0	-6	-1.6	-13	0	3	-0.2
CC(C)COC(=O)NCC12C=CC(O1)C1C(=O)N(c3ccc(Cl)cc3)C(=O)C12 (stereo unspecified)	0.5	1	1	0	0.9	140	2.1	-5	-4	-10	1.5
Cc1ccc(NS(=O)(=O)N2CCOCC2)cc1Cl	0.8	-3	-3	-3	0.0	-3	2.9	-15	-5	2	1.8
CC(C)(C)C(=O)NC1CC2CCCC(C1)N2C(=O)Nc1cccc(Cl)c1 (stereo unspecified)	-2.4	3	-10	1	-0.6	-5	-0.8	-10	1	-8	4.6
O=c1c2cc(Cl)ccc2nc(-c2ccc(Cl)c(Cl)c2)n1O	0.9	-3	-12	-3	-1.4	-26	3.8	2	-4	0	3.6
CCOC(=O)Nc1ccc2c(c1)N(C(=O)N(C)C)c1ccccc1CC2	-2.1	-1	5	3	0.6	87	3.2	0	3	-3	0.4
CCCNC(=O)OCc1cccnc1Sc1ccc(C)cc1	0.2	-1	-2	-6	1.5	12	2.3	0	1	4	1.4
COc1ccc(C(=O)CN(C(=O)c2ccc(Cl)cc2)N2C(=O)c3ccccc3C2=O)cc1	-0.6	-2	-11	1	3.0	16	0.8	1	-2	-9	0.9
CSc1nsc(SC)c1NC(=O)OCC1CCCO1 (stereo unspecified)	-3.9	1	-30	-1	3.2	1	-0.3	2	4	-2	5.3
CCCN(CC(=O)Nc1ccccc1OC)C(=O)CC1CCCC1	-2.1	1	-1	-1	0.5	-6	-0.1	-8	-7	0	2.9
O=C(OCC(=O)N1CCOCC1)c1cc(-c2ccccc2)nc2ccccc12	2.4	-2	6	-3	-2.5	4	1.1	-4	-19	-2	0.7
Cc1ccc(C(=O)O)cc1-c1ccc(/C=C2\SC(=O)N(CC(=O)Nc3ccccc3)C2=O)o1	-0.9	-1	4	5	-0.5	15	1.6	-9	-6	-9	2.6
Cc1cccc2cc(C(c3nnnn3C(C)(C)C)N3CCN(C(=O)c4ccco4)CC3)c(=O)[nH]c12 (stereo unspecified)	-0.4	-2	9	3	2.3	9	1.6	-4	-2	-5	2.2
COc1nc(OCCNS(=O)(=O)c2ccc(C)cc2)nc(N(C)C)n1	-1.2	2	-6	2	3.9	128	2.3	-5	-18	0	1.7
CCCOc1ccc([N+](=O)[O-])cc1C1NC(=S)NC(c2ccccc2)=C1C(=O)OCC (stereo unspecified)	0.7	-5	-29	-1	1.1	7	0.0	2	2	8	1.2
CCCCOc1cccc(NC(=O)CSc2nccn2C)c1	1.1	-1	-10	-1	0.4	2	2.1	-3	0	2	1.9
COc1cccc(-n2c(CNC(=O)OC(C)(C)C)n[nH]c2=S)c1	0.5	-3	-4	-1	-0.7	-6	0.8	-9	-12	-9	3.3
Cc1ccc(C(=O)NCCN2CCCC2)cc1	-1.9	3	-12	0	-0.4	-18	-0.5	-1	-7	-2	0.2
COc1ccc(C(=O)c2sc(Nc3ccccc3)nc2N)cc1	.	-4	14	3	5.6	-3	.	5	5	-1	-1.6
CC1(C)C(c2ccccc2)=NC(c2ccccc2)N1O (stereo unspecified)	-3.1	-3	-23	0	-2.0	2	-1.0	-1	-6	-1	2.0
